Assay outcomes (PubChem)
NPY1 pot ag – NPY-Y1 receptor potentiators or agonists, primary screen, cell-based; NPY-Y1 expressing cells, potentiator/agonist activation; activation, % at 3.6 µM; actives 0.37% (n = 220,000); AID 1304, 2008; in the data active = activation above about 33%, passing the limit was not always enough;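 also: cells stimulated with NPY at EC10 then isoproterenol at EC100; 0% = low agonist plus stimulus and 100% = saturating agonist plus stimulus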
Target sequence (P25929 whole entry, looked up): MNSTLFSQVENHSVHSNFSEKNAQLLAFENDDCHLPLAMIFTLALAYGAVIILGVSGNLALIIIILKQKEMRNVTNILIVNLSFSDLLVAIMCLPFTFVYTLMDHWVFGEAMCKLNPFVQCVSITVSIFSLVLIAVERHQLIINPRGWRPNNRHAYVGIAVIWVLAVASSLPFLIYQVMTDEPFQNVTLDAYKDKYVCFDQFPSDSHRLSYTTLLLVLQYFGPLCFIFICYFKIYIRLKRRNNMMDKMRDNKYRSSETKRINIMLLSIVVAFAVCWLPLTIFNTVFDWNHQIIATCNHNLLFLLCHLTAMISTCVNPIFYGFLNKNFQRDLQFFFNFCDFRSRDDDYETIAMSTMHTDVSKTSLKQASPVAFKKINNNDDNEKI
PGE2 EP2 inh – human EP2 receptor antagonists, primary screen, TR-FRET cAMP, C6 glioma cells | Prostaglandin E2 receptor EP2 subtype (Homo sapiens), P43116 | C6 glioma cells expressing human EP2; cells stimulated with saturating PGE2 | inhibition, % at 25 µM | actives 0.52% (n = 260,000) | AID 1422, 2008;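 active = percent inhibition above 40 after rounding to a whole number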;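 also: rat C6 glioma host cells with rolipram phosphodiesterase inhibitor present; the protocol text gives 20 µM as final concentration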
NPY-Y1 antag – NPY-Y1 receptor antagonists, primary screen, cell-based | Neuropeptide Y receptor type 1 (Homo sapiens), P25929 | HEK293-CNG Y1 cells, membrane potential fluorescence; NPY at EC95, then isoproterenol | inhibition, % at 3.6 µM | actives 1% (n = 200,000) | AID 1040, 2008;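 active = inhibition above the campaign mean inhibition of all tested compounds plus 3 SD, cut at about 20% in these data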;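 also: 0% = DMSO wells given NPY plus isoproterenol and 100% = isoproterenol alone without NPY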
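Material: HEK293 Y1/CNG channel cell line | Also added: NPY (25 nM), isoproterenol (1 µM), Ro 20-1724 (25 µM) | Compound: One concentration, 3.6 µM, in 0.4% DMSO | Schedule: 3 h dye uptake, 1 h room-temperature compound, 45 min post-isoproterenol | Signal: Membrane-potential fluorescent dye readout | Read-out: % inhibition of NPY effect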
EP2 modulator – EP2 receptor modulators, cAMP readout, primary screen, cell-based, HTRF cAMP, PGE2 stimulation | Prostaglandin E2 receptor EP2 subtype (Homo sapiens), P43116 | AID 940, 2007 | actives 0.83% (n = 260,000) | EP2-expressing cells, cAMP HTRF FRET, PGE2 co-stimulation | induction, % at 25 µM;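 active = compounds whose cAMP rise, as percent of the full-agonist control response, exceeds 60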;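 also: rat C6 glioma line stably carrying human EP2 under a CMV promoter; the protocol text gives 20 µM as final concentration; 100% = response of wells given 1 µM PGE2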
NPY2 pot ag – NPY-Y2 potentiators or agonists, primary screen, cell-based. Neuropeptide Y receptor type 2 (Homo sapiens), P49146. activation, % at 3.6 µM. AID 1359, 2008. cells expressing NPY-Y2, potentiator/agonist read-out. actives 0.45% (n = 220,000); in the data active = activation above about 27%;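 also: cells stimulated with NPY near EC25 plus isoproterenol at EC100; 0% = vehicle plus submaximal agonist and 100% = vehicle plus saturating agonist; some results beyond the cut were filed as inactive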
Target sequence (P49146 whole entry, looked up): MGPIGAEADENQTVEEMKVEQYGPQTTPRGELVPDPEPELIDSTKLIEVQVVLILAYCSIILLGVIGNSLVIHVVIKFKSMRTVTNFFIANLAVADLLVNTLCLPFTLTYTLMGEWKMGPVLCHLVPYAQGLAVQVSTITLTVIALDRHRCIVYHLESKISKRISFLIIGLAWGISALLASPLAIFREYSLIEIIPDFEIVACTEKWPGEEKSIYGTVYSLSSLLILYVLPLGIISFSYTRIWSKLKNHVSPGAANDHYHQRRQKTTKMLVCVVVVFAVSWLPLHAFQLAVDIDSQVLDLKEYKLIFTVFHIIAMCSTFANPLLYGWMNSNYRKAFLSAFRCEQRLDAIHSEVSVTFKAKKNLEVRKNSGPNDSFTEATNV
S1P4 antagonist – S1P4 receptor antagonists, primary screen, cell-based | Sphingosine 1-phosphate receptor 4 (Homo sapiens), O95977 | S1P4-expressing cells, antagonist mode, reporter read-out | inhibition, % at 4.98 µM | actives 0.26% (n = 220,000) | AID 1510, 2009; in the data active = inhibition above about 29%;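 also: 0% = wells stimulated with agonist and 100% = vehicle wells without agonist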
p97 ATPase inh – inhibitors of human p97 ATPase, primary screen, biochemical; Transitional endoplasmic reticulum ATPase (Homo sapiens), P55072; recombinant p97 ATPase, Kinase-Glo ATP luminescence, 3 h; inhibition, % at 8 µM; actives 0.42% (n = 220,000); in the data active = inhibition above about 15%;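 also: 0% = DMSO vehicle and 100% = wells lacking enzyme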
eIF4E 4G PPI – eIF4E–eIF4G protein interaction inhibitors, primary screen, biochemical, uHTS, TR-FRET, eIF4GI fragment. Eukaryotic translation initiation factor 4E (Mus musculus) + Eukaryotic translation …. TR-FRET eIF4E-eIF4GI(517-606) binding, 2 h. actives 0.37% (n = 220,000). AID 782, 2007. inhibition, % at 21.7 µM;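 active = inhibition above about 30%, limit read from the data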;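 also: 0% = full FRET control wells and 100% = background wells lacking eIF4GI fragment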
S1P4 ag – S1P4 receptor agonists, primary screen, cell-based; Sphingosine 1-phosphate receptor 4 (Homo sapiens), O95977; actives 0.35% (n = 220,000); AID 1509, 2009; activation, % at 4.98 µM; S1P4-expressing cell line, agonist reporter assay; in the data active = activation above about 11%;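 also: 0% = DMSO vehicle and 100% = reference agonist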
* = called active by the depositor; x = no result given; [ ] = another dose, or the depositor's remark. These rows are one share of the data; count on the stated rates, not on these rows.

entry	canonical_smiles	NPY1 pot ag	PGE2 EP2 inh	NPY-Y1 antag	EP2 modulator	NPY2 pot ag	S1P4 antagonist	p97 ATPase inh	eIF4E 4G PPI	S1P4 ag
1	CCOc1ccccc1-n1nnnc1SCC(=O)OC	21	4	-3	28	10	1	4	-1	0.9
2	NC1=NC(=O)/C(=C/c2cn(CCC(=O)O)nc2-c2ccc(Cl)cc2)S1	-4	4	3	24	0	-18	3	4	4.2
3	O=S1(=O)N=C(N2CCc3ccccc3C2)c2ccccc21	6	4	-1	1	-8	-15	-2	7	1.2
4	CC(=O)Nc1cc2c(cc1Br)OCCO2	8	7	-3	-7	3	-3	3	-9	0.2
5	O=C(Nc1nc2ccccc2s1)C1CC(=O)N(c2ccc(Br)cc2)C1 (stereo unspecified)	-27	12	4	-22	-23	7	3	2	2.9
6	Cc1cc(C)nc(N2CCC(C(=O)Nc3ccc4c(c3)OCO4)CC2)n1	-9	5	5	27	-15	4	-3	2	-0.8
7	COc1ccc(-c2cc(=O)oc3c(C)c(OC(=O)c4cccs4)ccc23)cc1	-8	4	2	1	-5	-24	4	13[fluorescence artefact?]	-1.1
8	CCCc1nc2ccccc2c(C(=O)OC2CCOC2=O)c1CC (stereo unspecified)	12	10	1	10	3	7	5	6	-0.7
9	CCN(C(=O)COc1ncnc2ccc(Br)cc12)C1CCS(=O)(=O)C1 (stereo unspecified)	-9	12	-1	-9	8	8	0	0	0.8
10	COc1ccc(CCNC(=O)C2CCC(=O)N2CCc2ccccc2)cc1OC (stereo unspecified)	10	4	2	-7	4	-10	-3	-1	1.1
11	Cc1ccc(C(=O)O)cc1N1CCCC1=O	2	3	-2	6	4	-21	1	3	3.7
12	COCCNC(=O)CSc1nc2cc(OC)c(OC)cc2c(=O)n1Cc1ccc(OC)cc1	-17	8	0	32	12	16	0	3	-1.0
13	Cc1nc2ccccc2n2c(O)c(CC(=O)O)cc12	-6	19	3	-12	8	-32	-1	2[fluorescence artefact?]	1.8
14	O=C1CC(C(F)(F)C(F)(F)C(F)(F)C(F)(F)F)=Nc2ccccc2N1	19	11	3	-7	-8	2	-4	1[fluorescence artefact?]	-2.4
15	O=C(O/N=C1\C(=O)N(c2ccccc2)c2ccccc21)C1CC1	6	8	2	33	4	14	2	1	0.7
16	Cc1cc(C)c[n+](CC(=O)c2ccc(-c3ccccc3)cc2)c1	-23	6	1	-9	-11	-4	2	9[fluorescence artefact?]	-0.3
17	CC(C)C(O)(C#CCN1CCCCC1)c1ccccc1 (stereo unspecified)	-1	-3	-2	8	11	-3	-1	-12	0.1
18	O=C1CC(N2CCN(c3ccccn3)CC2)C(=O)N1c1ccc(Cl)cc1 (stereo unspecified)	5	6	-12	-14	-17	8	-5	1	0.6
19	CCOc1cc(/C=N/n2cnnc2)ccc1OS(=O)(=O)c1ccccc1	-14	4	14	-19	1	-25	2	-2	1.8
20	CCCCOC(=O)n1c(=O)oc2ccccc21	-5	5	3	0	12	-17	3	2	2.5
21	CCn1cc(S(=O)(=O)N2CCN(Cc3ccc(F)cc3)CC2)cn1	11	7	-1	-35	-2	-16	4	0	2.1
22	O=C(N/N=C/c1ccc2c(c1)OCO2)C(=O)Nc1ccc2ccccc2c1	-12	6	3	7	-2	-3	-5	0	-1.2
23	COc1ccc(/C=N/Nc2ccccc2)cc1Cn1nc(C)c([N+](=O)[O-])c1C	-20	9	0	-11	-8	-12	0	-4	2.0
24	COc1ccc(C2C3=C(CC(C)(C)CC3=O)Nc3c2c(=O)[nH]c2nc(C)nn32)cc1 (stereo unspecified)	-3	4	7	-5	1	-6	6	1	-0.8
25	COc1ccc(C(=O)/C=C/c2ccc(OC)c(Cn3nnc4ccccc43)c2)cc1	-10	9	8	-8	-8	-15	7	-1	0.1
26	O=C(CCCOc1ccc(Cl)cc1Cl)N/N=C/c1ccccc1O	-16	7	16	-79	-6	-3	3	20	-1.1
27	CCCOc1ccc(C2c3c(oc4cc(C)c(C)cc4c3=O)C(=O)N2CCCN(C)C)cc1OCC (stereo unspecified)	16	7	2	-20	4	-9	7	4	-0.4
28	CC(C)(C)C1=Nn2c(nnc2C2CCCCC2)SC1	0	3	-4	47	-5	-6	-5	2	-0.1
29	Cc1nc(=O)c(-c2ccccc2)c(C)n1-c1cccc(C(=O)O)c1	3	7	0	17	3	0	4	2	0.1
30	O=C(NCc1ccco1)c1cc(-c2ccc(Cl)cc2)on1	6	4	1	22	-3	-13	6	-4	-1.3
31	CC(C)c1ccc(NC(=O)COC(=O)/C=C/c2cccc([N+](=O)[O-])c2)cc1	-5	10	0	-14	3	8	1	2	-0.6
32	O=C(CNC(=O)C1CCCCC1)OCc1cc(=O)oc2ccc3ccccc3c12	4	5	4	19	-1	-3	9	0	-1.0
33	COc1ccc(-n2cnnc2SCC(=O)c2cc(C)n(Cc3cccs3)c2C)cc1	-18	13	6	11	-17	14	-4	-11	-4.4
34	CCc1c(C)sc(NC(=S)Nc2nc(C)cc(C)n2)c1C(=O)OC	-13	8	4	45	-17	-3	1	0	0.6
35	COc1ccc(CCNC(=O)Cn2nnc(-c3cccs3)n2)cc1OC	-7	5	-8	6	-13	-11	4	x	-0.6
36	COc1ccc(C(=O)NCC(=O)OCC(=O)Nc2ccc(C)c(S(=O)(=O)N(C)C)c2)cc1OC	2	-1	x	16	-17	5	0	-7	1.8
37	CCOc1ccc(-n2cc(C(=O)N3CCC(C)CC3)c3cc(OC)c(OC)cc3c2=O)cc1	-3	18	2	4	9	-2	4	-3	-0.7
38	CNC(=O)Cn1nc(-c2ccc(C)c(S(=O)(=O)N(C)C)c2)c2ccccc2c1=O	-29	8	3	7	-7	0	1	0[fluorescence artefact?]	1.7
39	O=C(NNc1ccccc1Br)C(O)(c1cccc(C(F)(F)F)c1)c1cccc(C(F)(F)F)c1	6	17	17	16	7	20	4	2	-0.2
40	COc1ccc(OC)c(NC(=O)c2cc3oc4ccccc4c3cc2O)c1	4	16	x	-19	4	3	6	-3	0.5
41	COc1ccc(/C(O)=C2/C(=O)C(=O)N(CCN(C)C)C2c2ccc(C)cc2)cc1Cl (stereo unspecified)	-2	14	3	26	10	-3	-3	11	-0.7
42	Cc1ccc(NC2=NCC(=O)N2C2CCCC2)c(C)c1	-20	9	8	17	-15	-19	-3	5	-0.2
43	O=C(COC(=O)c1ccc(Br)o1)Nc1cccc(S(=O)(=O)N2CCCCCC2)c1	5	17	-6	9	-27	-8	-1	-1	0.3
44	COc1cc(OC)cc(C(=O)NC(=S)NNC(=O)Cc2cccs2)c1	1	6	7	5	-6	-3	4	0[fluorescence artefact?]	1.3
45	Cc1scc(C(=O)NNC(=S)NCC(C)C)c1C	17	4	3	-6	-13	-6	0	7	1.3
46	O=C(c1ccc(S(=O)(=O)c2ccc(F)cc2)c([N+](=O)[O-])c1)N1CCCCCC1	10	6	-1	-8	7	-10	2	5[fluorescence artefact?]	0.4
47	COc1ccc(-c2csc(NC(=O)/C(N=Nc3ccccc3)=C(\C)O)n2)cc1	11	10	-8	-14	5	-16	2	-5	0.0
48	COc1ccc(OC)c(S(=O)(=O)N2CCC(C(=O)NCCC3=CCCCC3)CC2)c1	-12	21	1	-3	-7	-5	0	3	0.1
49	O=C(O)CCC(=O)Nc1ccc(Br)c(Cl)c1	-9	10	1	1	-22	-9	-3	5	-3.4
50	Cn1nc(-c2ccccc2)c(C(=O)NC(C(=O)O)c2ccccc2)c1Cl (stereo unspecified)	-1	7	-2	-5	-5	-11	6	-1	0.3
51	CCOC(=O)C1(CCOc2ccccc2)CCN(Cc2ccc(CO)o2)CC1	-3	7	4	-30	11	-9	1	2	0.3
52	Cc1cc(C)c2c(=O)cc(C(F)F)oc2c1	2	14	3	33	2	-14	-4	3	2.9
53	Cc1ccc(C)c(N2CCN(c3nnnn3-c3ccccc3)CC2)c1	-40	22	12	-53	-20	23	1	-1	0.7
54	Cc1ccc(S(=O)(=O)NC(C)C(=O)NC2CCCCCC2)cc1 (stereo unspecified)	-12	17	3	18	-11	-1	-3	2	3.1
55	COCCCNC(=S)N(Cc1ccccc1)Cc1ccc(F)cc1	-15	6	2	25	-18	-6	-9	-2	0.4
56	O=C(CNC(=O)c1cccs1)NCC(=O)OCC(=O)c1ccc([N+](=O)[O-])cc1	3	4	4	35	14	-2	-2	-2	-0.8
57	Cc1ccsc1/C=C1\SC(=S)N(CC2CCCO2)C1=O (stereo unspecified)	-18	4	9	-4	-13	-6	-6	-2	0.2

Compounds above containing a thiophene ring, fused or not:
entry	canonical_smiles	NPY1 pot ag	PGE2 EP2 inh	NPY-Y1 antag	EP2 modulator	NPY2 pot ag	S1P4 antagonist	p97 ATPase inh	eIF4E 4G PPI	S1P4 ag
7	COc1ccc(-c2cc(=O)oc3c(C)c(OC(=O)c4cccs4)ccc23)cc1	-8	4	2	1	-5	-24	4	13[fluorescence artefact?]	-1.1
33	COc1ccc(-n2cnnc2SCC(=O)c2cc(C)n(Cc3cccs3)c2C)cc1	-18	13	6	11	-17	14	-4	-11	-4.4
34	CCc1c(C)sc(NC(=S)Nc2nc(C)cc(C)n2)c1C(=O)OC	-13	8	4	45	-17	-3	1	0	0.6
35	COc1ccc(CCNC(=O)Cn2nnc(-c3cccs3)n2)cc1OC	-7	5	-8	6	-13	-11	4	x	-0.6
44	COc1cc(OC)cc(C(=O)NC(=S)NNC(=O)Cc2cccs2)c1	1	6	7	5	-6	-3	4	0[fluorescence artefact?]	1.3
45	Cc1scc(C(=O)NNC(=S)NCC(C)C)c1C	17	4	3	-6	-13	-6	0	7	1.3
56	O=C(CNC(=O)c1cccs1)NCC(=O)OCC(=O)c1ccc([N+](=O)[O-])cc1	3	4	4	35	14	-2	-2	-2	-0.8
57	Cc1ccsc1/C=C1\SC(=S)N(CC2CCCO2)C1=O (stereo unspecified)	-18	4	9	-4	-13	-6	-6	-2	0.2

A draw from above in order of molar mass, lowest first:
entry	canonical_smiles	NPY1 pot ag	PGE2 EP2 inh	NPY-Y1 antag	EP2 modulator	NPY2 pot ag	S1P4 antagonist	p97 ATPase inh	eIF4E 4G PPI	S1P4 ag
47	COc1ccc(-c2csc(NC(=O)/C(N=Nc3ccccc3)=C(\C)O)n2)cc1	11	10	-8	-14	5	-16	2	-5	0.0
43	O=C(COC(=O)c1ccc(Br)o1)Nc1cccc(S(=O)(=O)N2CCCCCC2)c1	5	17	-6	9	-27	-8	-1	-1	0.3
39	O=C(NNc1ccccc1Br)C(O)(c1cccc(C(F)(F)F)c1)c1cccc(C(F)(F)F)c1	6	17	17	16	7	20	4	2	-0.2
